# Source: PubChem
# SNCA expr inh: reduces expression of the alpha-synuclein gene; AID 1671194; HEK-293 SNCA-luciferase knock-in, luminescence, 24 h; hit rate 0.17% among 140,000; Potency, µM (series often up to 57.2 µM), without a hit: at the top dose activity change, negative = inhibition, most hits filed as inhibitors;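 further: potency means the concentration at half of the fitted maximal effect; plate controls were DMSO cells for no effect and cell-free wells for full effect; nearly all actives have a fitted effect of over 45% in size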
# FLuc inh: blocks purified firefly luciferase enzyme activity | hit rate 2.5% among 76,000 | purified P. pyralis luciferase, luminescence, biochemical | Potency, µM (doses to about 115 µM), without a hit: at the top dose activity change, negative = inhibition, hits mostly inhibitors | P08659 | AID 1347043; further: potency means the concentration at half of the fitted maximal effect; nearly all actives have a fitted effect of over 65% in size
# Target sequence (P08659 whole entry, looked up): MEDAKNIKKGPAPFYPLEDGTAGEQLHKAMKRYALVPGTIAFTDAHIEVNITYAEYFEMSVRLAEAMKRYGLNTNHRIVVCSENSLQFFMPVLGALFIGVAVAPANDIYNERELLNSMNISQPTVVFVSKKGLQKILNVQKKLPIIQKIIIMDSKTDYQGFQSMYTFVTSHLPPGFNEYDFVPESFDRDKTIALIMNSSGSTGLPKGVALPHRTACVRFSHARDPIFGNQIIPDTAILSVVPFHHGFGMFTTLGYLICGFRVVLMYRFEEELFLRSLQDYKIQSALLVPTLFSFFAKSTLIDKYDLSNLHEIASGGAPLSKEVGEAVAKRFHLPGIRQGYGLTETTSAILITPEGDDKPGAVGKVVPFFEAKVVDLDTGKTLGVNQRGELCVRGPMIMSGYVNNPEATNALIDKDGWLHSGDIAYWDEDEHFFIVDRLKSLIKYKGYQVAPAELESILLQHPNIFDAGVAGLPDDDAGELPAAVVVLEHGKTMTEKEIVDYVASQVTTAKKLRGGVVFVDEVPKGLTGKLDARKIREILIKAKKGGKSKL
#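 FLuc 10nM, D-luciferin 10uM, ATP 10uM, Mg acetate 10mM, Tris acetate pH 7.5, Tween/BSA; cpd qHTS; enzyme added last; CCD luminescence.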
# HEK cytotox: kills HEK 293 cells. hit rate 6.6% among 94,000. AID 1345083. HEK 293 viability, ATP luminescence (CellTiter-Glo), 48-72 h. Potency, µM (titrated, usually from 115 µM), for inactives: at the highest dose activity change, negative = cytotoxicity, actives largely listed as inhibitors; further: potency means the concentration at half of the fitted maximal effect; nearly all actives have a fitted effect of over 60% in size
#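 Read-out: CellTiter-Glo ATP luminescence. Cells: HEK 293, 250 cells/well. Exposure: 48 or 72 hr, 37 degree Celsius.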
# IP6K1 inh: IP6K1 kinase inhibition | IP6K1 kinase, ADP-Glo luminescence, 2 h; stronger effect = lower value | activity change, % (series mostly up to about 58 µM) | hit rate 0.81% among 140,000 | Q92551; in the data active means activity change below about -25%
# Target sequence (Q92551 whole entry, looked up): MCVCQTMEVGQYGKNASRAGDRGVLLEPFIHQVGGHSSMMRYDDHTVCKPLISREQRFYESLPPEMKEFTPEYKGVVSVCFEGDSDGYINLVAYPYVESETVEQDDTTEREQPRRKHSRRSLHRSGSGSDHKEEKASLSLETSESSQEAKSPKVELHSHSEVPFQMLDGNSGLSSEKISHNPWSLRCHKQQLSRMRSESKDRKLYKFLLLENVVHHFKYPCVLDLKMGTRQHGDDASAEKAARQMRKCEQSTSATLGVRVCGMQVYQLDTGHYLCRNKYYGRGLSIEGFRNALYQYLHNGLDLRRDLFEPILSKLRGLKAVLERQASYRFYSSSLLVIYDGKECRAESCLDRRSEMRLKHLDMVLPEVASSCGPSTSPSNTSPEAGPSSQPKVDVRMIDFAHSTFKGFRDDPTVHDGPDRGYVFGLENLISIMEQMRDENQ
#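 ADP-Glo luminescence measures ADP made by human IP6K1 during a 2 h RT reaction with ATP/IP6 (mix at 1.3 mM/130 uM); top library doses 57.5 and 19.1 uM final.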
# HEK293 viab: reduces viability of HEK-293 SNCA reporter cells; HEK-293-SNCA-luc viability, GF-AFC fluorescence, 24 h; Potency, µM (top dose mostly 57.1 µM), without a hit: at the top dose activity change, negative = cytotoxicity, most hits filed as cytotoxic; hit rate 0.12% among 150,000; AID 1671193;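 further: potency means the concentration at half of the fitted maximal effect; 0% = DMSO-treated cells and -100% = medium-only wells without cells; nearly all actives have a fitted effect of over 30% in size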
#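 HEK-293-SNCA-luc cells (1500/well) plated 24 h, then exposed 24 h to a dilution series; GF-AFC added 30 min at 37C, fluorescence 405/540 nm; normalised to medium-only and DMSO wells, Hill fit.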
# GPT2 inh: inhibitors of human GPT2 alanine aminotransferase; hit rate 0.25% among 100,000; Q8TD30; AID 1671188; Potency, µM (doses to about 57.7 µM), inactives show at the highest dose activity change, negative = inhibition, most hits filed as inhibitors; Recombinant GPT2, coupled pyruvate oxidase/HRP Amplex Red fluorescence; further: potency means the concentration at half of the fitted maximal effect; nearly all actives have a fitted effect of over 60% in size; many of its hits are not listed in these tables
#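 Recombinant GPT2 (10ng/uL) with 250uM a-KG and 2mM L-alanine, 30 min at room temperature, in HEPES pH 7.5 buffer. Pyruvate detected by pyruvate oxidase/HRP/Amplex Red fluorescence after 30 min in the dark; AOA (50uM) as positive control.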
# NIH3T3 tox: cytotoxic compounds in NIH 3T3 cells; NIH 3T3 viability, CellTiter-Glo ATP luminescence, 48-72 h; Potency, µM (top dose mostly 96.7 µM), without a hit: top-dose activity change, negative = cytotoxicity, usual class: inhibitors; hit rate 4.3% among 94,000; AID 1345082; further: potency means the concentration at half of the fitted maximal effect; nearly all actives have a fitted effect of over 55% in size
#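 NIH 3T3 cells at 400 cells/well received 23 nL of compound by pintool and were incubated 48 or 72 h at 37 °C. Viability was read as ATP-coupled CellTiter-Glo luminescence.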
# * marks the source's active call; other numbers are inactive results; i = inactive; ? = inconclusive; / = no result given; [ ] = dose if it differs, or a comment. Unless noted, the call rests on the fitted dose curve; in most records, active means well fitted curve in the direction sought with a large enough effect; inconclusive means small, poorly fitted or top-dose-only effect, or another doubt; inactive means no such curve, though single readings can be large; an effect the other way counts as inactive or inconclusive. Unless noted, on the % scale 0 is the no-effect control and ±100 the full control effect.
SMILES,SNCA expr inh,FLuc inh,HEK cytotox,IP6K1 inh,HEK293 viab,GPT2 inh,NIH3T3 tox
Cc1oc2ncn(C)c(=O)c2c1C(=O)NC(C)c1ccccc1 (configuration not stated),16%,/,/,-7,10%,/,/
CCCCNC(=O)C1CCN(c2nc3ccccc3nc2C(F)(F)F)CC1,6%,/,/,-29*,10%,/,/
CC(C)N1C[C@H](O)C[C@H]1c1nc(-c2ccc(C(F)(F)F)cc2)no1,80%[activator][87.6 µM],?,?,13,5%[87.6 µM],1%[88.5 µM],?
CN(CC1CCOC1)S(=O)(=O)c1ccccc1C(F)(F)F (configuration not stated),5%,8%,-4%,29,-4%,i,i
CC(C)(C)OCC1CN(CCc2ccccc2)[S+](=O)([O-])c2cccnc2O1 (configuration not stated),/,/,?,-8,/,/,-32%
COc1cc([N+](=O)[O-])ccc1NC(=O)N1CCC2(CC1)Nc1ccccc1-n1cccc12,1%,/,/,-13,-12%,/,/
O=C(Nc1ccccc1)N1CCc2nn(Cc3ccccc3)c(=O)n2CC1,?,/,-9%,-8,2%,i,-21%
COc1ccc(-c2cc(C(=O)NCc3cc(OC)c(OC)c(OC)c3)[nH]n2)cc1,-15%,/,/,-3,-6%,/,/
CCOC(=O)c1c(-c2ccccc2)csc1NC(=O)c1cc(-c2cccc(Cl)c2)on1,?,/,/,25,-2%,/,/
COCc1noc([C@@H]2CN(C(=O)Cc3ccccc3)C[C@H]2CO)n1,-2%,-1%,-14%,7,4%,5%,-8%
CC1CCC(NC(=O)CN2C(=O)NC3(CCCCC3)C2=O)CC1 (configuration not stated),-4%,-4%,-3%,21,3%,i,i
O=C(c1cccc(F)c1)N1CCCC(Cc2noc(-c3ccccc3)n2)C1 (configuration not stated),?,-2%,?,6,3.5µM*,-36%,32µM*
Cc1cc(C)n(CCC(=O)N2CC(Oc3cccc(-c4nc(-c5ccccc5)no4)c3)C2)n1,-20%,28µM*,?,-3,-25%,i,40µM*
O[C@@H]1C[C@@H](c2nc(-c3ccc(F)cc3)no2)N(CC2CCCCC2)C1,65%[activator][87.6 µM],?,-24%[172 µM],31,-16%[87.6 µM],i,-17%[174 µM]
CCOc1ccc(NC(=O)N2CCN(C)C3(CCC(=O)N(C)CC3)C2)cc1 (configuration not stated),-11%,3%,-15%,20,2%,i,-17%

# Part of the list above in order of heavy-atom count, lowest first:
SMILES,SNCA expr inh,FLuc inh,HEK cytotox,IP6K1 inh,HEK293 viab,GPT2 inh,NIH3T3 tox
Cc1oc2ncn(C)c(=O)c2c1C(=O)NC(C)c1ccccc1 (configuration not stated),16%,/,/,-7,10%,/,/
O=C(Nc1ccccc1)N1CCc2nn(Cc3ccccc3)c(=O)n2CC1,?,/,-9%,-8,2%,i,-21%
CCOC(=O)c1c(-c2ccccc2)csc1NC(=O)c1cc(-c2cccc(Cl)c2)on1,?,/,/,25,-2%,/,/
Cc1cc(C)n(CCC(=O)N2CC(Oc3cccc(-c4nc(-c5ccccc5)no4)c3)C2)n1,-20%,28µM*,?,-3,-25%,i,40µM*

# (listing goes on)
SMILES,SNCA expr inh,FLuc inh,HEK cytotox,IP6K1 inh,HEK293 viab,GPT2 inh,NIH3T3 tox
CN(C)C(=O)C1CCc2nnc(C3CCN(C(=O)Nc4ccc(Cl)cc4)CC3)n21 (configuration not stated),41%,/,i,-2,-2%,-6%,i
COc1cc(CCc2ccc(OCC=C(C)C)cc2)cc(OC)c1OC,/,/,/,-9,-3%,-3%[27.3 µM],/
Cc1noc(C)c1C(=O)NC1CCN(c2ccc3nnc(C)n3n2)C1 (configuration not stated),/,/,i,4,/,/,-9%
CN1CCC(N[C@H]2CC(C)(C)[C@@H]3C[C@@](C)(O)CC[C@]23CCC(=O)N2CCOCC2)CC1,7%,-7%,-5%,-2,6%,i,-16%
Cc1ccc(OCCC2CCN(C(=O)CC(F)(F)F)C2)cc1 (configuration not stated),11%,-9%,?,13,7%,-10%,-26%
CC(C)c1ccccc1NC(=O)Cn1cccc1-c1nc(-c2ccccc2)no1,1%,8%,?,34,-5%,i,0%
CC(C)(C)CCN1CC(Oc2cccc(C(=O)N3CCOCC3)c2)C1,15%,-5%,?,9,-17%,2%,?
Cc1cc(S(=O)(=O)N2CCC3(CCC(=O)N(CC4CC4)CC3)CC2)ccc1F,-23%,/,?,14,-24%,i,?
CC1CCN(CCCNC(=O)CN2C(=O)CSc3ccc(S(=O)(=O)N4CCC(C)CC4)cc32)CC1,7%,/,/,15,-5%,/,/
Cc1cc2ccccc2n1-c1ccc(C(=O)N2CCC(C(=O)NCc3ccccc3Cl)CC2)s1,-26%,/,/,-4,-13%,/,/
COc1ccccc1-c1nc2nccc(-c3ccsc3)n2n1,1%,-11%,?,-2,-8%,-11%,?
CCc1cc(C(N)=O)ccc1-n1nc(C(C)C)c2c(-n3cnc(-c4cnn(C)c4)c3)ccnc21,/,/,/,-3,-40%,?,/
COc1cccc(Cn2c(=O)n(Cc3ccccc3)c(=O)c3c2c2cc(OC)ccc2n3C)c1,-16%,/,/,6,-3%,/,/
COc1ccc(-c2nc(C3CC(=O)N(c4ccc(F)c(Cl)c4)C3)no2)cc1 (configuration not stated),-11%,3%,-10%,6,-4%,i,-10%
COc1ccc(C2C(C(=O)Nc3ccc(C)cc3C)=C(C)Nc3nc(SCc4cccc(C)c4)nn32)c(OC)c1 (configuration not stated),?,/,/,2,-4%,/,/
CCc1ccc(OCc2nc(-c3ccc(OC)c(OC)c3)no2)c(Br)c1,20%,/,/,-9,-3%,/,/
COCc1nc2nccc(-c3ccccc3)n2n1,6%,-4%,1%,6,12%,?,i
Fc1ccc(CNC2(Cc3cc(-c4ccccn4)on3)COC2)cc1,-20%[87.6 µM],-9%[172 µM],?,13,-25%[87.6 µM],-3%[88.5 µM],-20%[174 µM]
C=C1C(=O)O[C@H]2[C@H]1[C@@H](OC(=O)C(C)CO)C[C@@]1(C)[C@H](O)CCC(=O)[C@H]21 (some centres not stated),/,/,/,6,-5%,i,/
COc1cc(-c2nccc3c(=O)cc(N4CCOCC4)oc23)ccn1,7%[87.6 µM],2%[172 µM],-15%[172 µM],-24,-6%[87.6 µM],2%[88.5 µM],?
COC(=O)[C@H]1CN(C(=O)NC(C)C)CCN1C(=O)CSC,22%[87.6 µM],6%[172 µM],-2%[172 µM],-1,3%[87.6 µM],-7%[88.5 µM],0%[138 µM]
Cc1cccc(C)c1NC(=O)Cn1c(=O)n(Cc2ccco2)c(=O)c2ccc(C(=O)NC3CCCC3)cc21,-1%,/,/,11,-8%,/,/
O=C(c1cccc(OC(F)(F)F)c1)N1CCN(c2cc(-c3cccs3)[nH]n2)CC1,-24%,2%,?,14,-7%,?,?
Cn1c(=O)oc2cc(S(=O)(=O)N3CCCC(C(=O)NCc4ccccc4Cl)C3)ccc21 (configuration not stated),5%,/,/,-10,-2%,/,/
CCOCC(=O)N1CC2CC(C1)[C@H]1CCCC(=O)N1C2 (some centres not stated),-2%,-1%,3%,-2,10%,-5%,i
COc1ccc(C(=O)N2CCCC3(C2)C(=NC2CCCCC2)NC(=O)N3c2cccc(OC)c2)cc1 (configuration not stated),4%,/,i,-6,2%,i,-17%
COCCN1CCC(N2CCN(S(=O)(=O)c3ccc(C)c(F)c3)CC2)C1=O (configuration not stated),-4%,2%,-10%,25,4%,i,-9%
COc1ccc(-c2cc3ccc(O)c(CN4CCN(C)CC4)c3oc2=O)cc1OC,64%[activator],/,/,-3,?,/,/
Cc1ccc(CNC(=O)CN2CCN(Cc3ccc(F)cc3Cl)C2=O)cc1,30%[activator],/,/,-3,17%,/,/
COc1ccc(C(=O)NCc2nc(-c3cccc(C)c3)no2)cc1OC,28%,/,/,-15,9%,/,/
CCOc1ccc(CCNC(=O)Cn2ccc3cc(S(=O)(=O)N4CCCCC4)ccc32)cc1,?,/,/,10,-14%,/,/
O=C(O)CC1(CC(=O)N2CCN3C(=O)c4cc(-c5ccsc5)ccc4NC(=O)[C@@H]3C2)CCCC1,-7%,-2%,i,-14,7%,5%,i
COc1ccc(CNC(=O)c2cc(-c3ccc(C(F)(F)F)cc3)nc3c2cnn3C)cc1,/,/,-32%,-11,/,/,?
O=C(Nc1cccc(F)c1)c1ccc2c(c1)N(Cc1ccccc1)C(=O)c1ccccc1S2(=O)=O,-10%,/,/,-13,-13%,/,/
Cc1ccc(S(=O)(=O)n2ccc(-c3c(-c4ccc(Cl)cc4)noc3C)n2)cc1,/,/,/,19,-4%,?,/
Cc1ccc2c(Cl)cc(Cl)c(O)c2n1,14%[25.6 µM],/,/,8,-10%[23.9 µM],i,/
CCCCc1cc(C[C@H]2CNCC[C@H]2CC(=O)N(C)Cc2ccccc2)no1,?,0%[172 µM],100µM*,0,-6%[87.6 µM],0%[88.5 µM],?
CN1CCCCC(CC(=O)NCc2ccccc2)C1=O (configuration not stated),31%[activator],0%,i,14,-1%,i,-15%
CC(=O)N1CCC2(CC1)CN(C(=O)c1ccc3[nH]ccc3c1)Cc1ccccc1O2,-12%,/,-16%,11,1%,-18%,-18%
CC(C)Cn1nc2n(c1=O)CCN(S(=O)(=O)c1cccc3cccnc13)CC2,1%,3%,1%,-11,1%,i,-7%
CC(C)[C@@H](NC(=O)[C@@H]1C[C@@H](NC(=O)Cc2cccs2)CCN1C(=O)CCC(=O)O)C(N)=O,7%,-5%,-2%,-12,6%,?,i
CCOC(=O)c1cc(-c2ccccc2)n(CCCC(=O)Nc2ccc(C(C)C)cc2)c1C,?,/,/,16,?,/,/
COc1cc(Cl)ccc1OCc1nnc(C(=O)N2CCC[C@@H]2c2cccc(F)c2)n1-c1ccccc1,-15%,-2%,?,-6,-10%,1%,?
COc1ccc(CCNC(=O)c2cc(=O)c3ccc(C)cc3o2)cc1OC,87%[activator],/,/,-12,3%,/,/
CCCC(=O)N1C2CCCC1CC(=O)C2,20%[87.6 µM],-13%[230 µM],1%[230 µM],7,0%[87.6 µM],i,-10%[174 µM]
CS(=O)(=O)N(C1CCOCC1)C1CN(C(=O)c2n[nH]c3ccccc23)C1,-22%,0%,-27%,-3,0%,i,1%
COc1ccc(CN2CC3(CCN(C(=O)Cc4cccc(F)c4)CC3)C2=O)cc1,2%,-1%,0%,4,-7%,i,?
O=C1CCN(C(=O)[C@@H]2CCCN2C(=O)C2CCCCC2)CCCCCCN1,37%,2%,-7%,-10,4%,i,-8%
CC1CC(=O)C2=C(O1)OC1(C)CCC3C(C)(C)C=CC(=O)C3(C)C1C2 (configuration not stated),/,/,/,-20,-11%,i,/
O=C(NCc1ccccc1Cl)c1ccc(CSCc2cccc(F)c2)o1,2%,/,/,-13,11%,/,/
Cc1ccc(NC(=O)CSc2nnc(C)c(=O)[nH]2)cc1,-5%,/,/,-14,2%,/,/
COc1ccc2c(ccn2CCNC(=O)C2CC(=O)N(c3n[nH]c4ccccc34)C2)c1 (configuration not stated),-6%,3%,2%,6,-22%,4%,i

# This is a subset. The share of hits here may be higher or lower than overall.
